Assay outcomes as filed in PubChem BioAssay.
CCT modulator – cytosolic chaperonin activity modulation. purified chaperonin ATPase assay, HTRF ADP detection, 30 min. activity change, % (concentration not given with the values), hits read low. 360,000 compounds, 0.3% hits. AID 651819; in the data active = activity change below about -30%; also: % is scaled to controls: 0 for no effect and ±100 for the full control effect
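We incubate TRiC, 40 or 20 nM final, with library compounds at 76 uM and 10 uM ATP for 30 min at 37 °C. ADP formed is detected with Transcreener HTRF reagents after 30 min at room temperature.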
Mm-Cpn inhibitor – inhibitors of Methanococcus maripaludis chaperonin (MmCpn) | purified Mm-Cpn ATPase, ADP Transcreener TR-FRET | Potency, µM (series often up to 76.9 µM), for the others: at the top dose activity, negative = inhibition, usual class: inhibitors | 330,000 compounds, 0.031% hits | AID 504842; also: potency is read from the fitted curve at half-maximal effect; % is scaled to controls: 0 for no effect and ±100 for the full control effect; nearly all actives have a fitted effect of over 80% in size
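Inhibition of chaperonin ATP hydrolysis is measured as reduced ADP production, detected by competitive TR-FRET in which signal falls with ADP. Final enzyme 25 nM and ATP 10 uM, reacted 30 min at 37°C.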
Nrf2 inh – blocks Nrf2 signaling. A549 ARE-Fluc reporter, luciferase luminescence, 18-24 h. Potency, µM (top dose mostly 46 µM), without a hit: at the top dose activity change, negative = inhibition, usual class: inhibitors. 360,000 compounds, 2.1% hits; also: potency is read from the fitted curve at half-maximal effect; % is scaled to controls: 0 for no effect and ±100 for the full control effect; nearly all actives have a fitted effect of over 60% in size
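A549 ARE_Fluc cells (5000/well, 5% FBS OPTI-MEM) pre-incubated 2 h, then treated with compounds 18-24 h at 37C/5% CO2 in concentration-response. CellTiter-Fluor viability read first; BugLite luciferase luminescence after 15 min at room temperature gives Nrf2 activity.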
pAkt inh – inhibitors of Akt phosphorylation; 360,000 compounds, 0.32% hits; activity change, % for hits at 50 µM; Neuro2A IGF-stimulated pAkt S473 HTRF, 20 min; active compounds read low; in the data active = activity change below about -80%; inconclusive = mostly about -51% to -80%; also: % is scaled to controls: 0 for no effect and ±100 for the full control effect
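Neuro2A cells in DMEM with 0.5% FBS, overnight at 37 deg C, given compound at single 50 µM final, then IGF (6 nM final) for 20 min at 37 deg C. Lysed; phospho-Akt Ser473 by HTRF after 24 h, 665/615 ratio.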
HepG2 tox – kills HepG2 cells in TGF-b inhibitor counter-screen; 410,000 compounds, 0.76% hits; Potency, µM (top dose mostly 46.1 µM), without a hit: at the highest dose activity change, negative = cytotoxicity, usual class: cytotoxic; HepG2 CAGA-GFP viability, ATP luminescence, 18 h; also: potency is read from the fitted curve at half-maximal effect; some results filed as inactive show a strong effect at the top dose
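HepG2 CAGA-GFP cells (1000/well, DMEM with 1% FBS) received compound, then TGF-beta at 500 pg/mL final, and were incubated 18 hours at 37 degrees C. Viability was read by CellTiter-Glo luminescence. Media-only wells were set as complete cell-killing and DMSO as no toxicity.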
TGFb inhibitor – blocks TGF-b signaling. Potency, µM (top dose mostly 46.1 µM), for the others: at the top dose activity, negative = inhibition, most hits filed as inhibitors. AID 588855. HepG2 CAGA-GFP TGF-b/SMAD3 reporter, GFP fluorescence, 18 h; TGF-beta stimulated, 500 pg/mL final. 410,000 compounds, 1.2% hits; also: potency is read from the fitted curve at half-maximal effect; % is scaled to controls: 0 for no effect and ±100 for the full control effect; nearly all actives have a fitted effect of over 65% in size
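HEPG2 CAGA-GFP, 1000 cells/well; 2 h settle, 37 C; cpd via pin tool; TGF-b 500 pg/mL final; 18 h, 37 C; GFP imaging ex488/em500-530; %Activity normalised to -TGF-b and +DMSO controls; CRC fit, curve class.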
Nrf2 ARE act – Nrf2 pathway activation; Potency, µM (series often up to 46.1 µM), for the others: at the top dose activation, most hits filed as activators; AID 624171; AREc32 ARE-luciferase reporter (MCF7-derived line), luminescence, 24 h; 410,000 compounds, 0.31% hits; also: potency is read from the fitted curve at half-maximal effect; % of control where 0% means no effect; nearly all actives have a fitted effect of over 65% in size
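Quantitative high-throughput format: AREc32 reporter cells, 1000 per well, received compound by pin transfer and were incubated 24 hr at 37 deg C, 5% CO2, before Steady-Glo luminescence detection.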
A549 tox – A549 cytotoxicity, counter-screen for Nrf2 inhibitors; A549 ARE-Fluc cells, CellTiter-Fluor viability, 18-24 h; Potency, µM (top dose mostly 46 µM), for the others: at the top dose activity change, negative = cytotoxicity, most hits filed as inhibitors; 390,000 compounds, 0.16% hits; also: potency is read from the fitted curve at half-maximal effect; % is scaled to controls: 0 for no effect and ±100 for the full control effect
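Cytotoxicity counterscreen: CellTiter-Fluor fluorescence was measured in A549 ARE_Fluc cells after 18-24 h of compound exposure in a concentration series. The subsequent BugLite luminescent read reports ARE-luciferase activity.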
S2 tox – viability counter-screen for ATXN expression inhibitors; S2 cells (HEK-293 line with an ATXN2-luciferase reporter) viability, CellTiter-Fluor protease fluorescence, 24 h; Potency, µM (highest dose often 56.7 µM), hits mostly cytotoxic; 400,000 compounds, 0.49% hits; also: potency is read from the fitted curve at half-maximal effect; nearly all actives have a fitted effect of over 40% in size
* hit, by the source's call; i = inactive; ? = inconclusive; / = no result given. Unless noted, calls follow the shape of the dose curve; as a rule, active = well fitted curve in the direction sought with a large enough effect; inconclusive = small, poorly fitted or top-dose-only effect, or another doubt; inactive = no such curve, though single readings can be large; an effect the other way counts as inactive or inconclusive. Rows were taken by chance; overall some 4.4% were active at least once.

Compound | CCT modulator | Mm-Cpn inhibitor | Nrf2 inh | pAkt inh | HepG2 tox | TGFb inhibitor | Nrf2 ARE act | A549 tox | S2 tox
Cc1cccc(C)c1NC(=O)CCS(=O)(=O)c1ccc2c(c1)CC(C)N2C(=O)C1CC1 (centres undefined) | / | / | -6% | / | -22% | -28% | 2.6% | 10% | /
CN(Cc1ccccc1)S(=O)(=O)c1ccc(NC(=O)c2ccccc2C(=O)O)cc1 | -1.5 | / | -4% | i | 6% | 9% | 0.4% | -4% | i
Cc1ccc(NC(=O)c2sc(-n3nc(C)c(CCC(C)C)c3C)nc2C)cc1C | / | / | 9% | / | 0% | 2% | -1.4% | 5% | i
Cc1nn(CC(=O)Nc2cc(S(=O)(=O)N(C)C)ccc2Cl)c(C)c1[N+](=O)[O-] | 0.7 | 2% | -10% | i | 4% | 1% | 0.0% | -1% | i
Clc1ccc2nc3ccccn3c2c1 | 0.7 | -8% | 5% | i | -3% | -9% | -0.1% | 3% | i
COCCCNC(=O)C1CCN(c2ncccn2)CC1 | 1.6 | 0% | 23% | i | 7% | -6% | 0.0% | 2% | i
Nc1c(Cl)cc(C2=NCCn3c2c2ccccc2[n+]3[O-])cc1Cl | -0.7 | -1% | 8% | i | -6% | 2% | 13% | -10% | i
CSc1ncc(Cl)c(C(=O)Nc2nc3ccc(F)cc3s2)n1 | / | / | -6% | / | -16% | 7% | 4.9% | 5% | i

Record cards, as listed above. Screens in order: CCT modulator, Mm-Cpn inhibitor, Nrf2 inh, pAkt inh, HepG2 tox, TGFb inhibitor, Nrf2 ARE act, A549 tox, S2 tox
`CN(Cc1ccccc1)S(=O)(=O)c1ccc(NC(=O)c2ccccc2C(=O)O)cc1` in the list: -1.5, /, -4%, i, 6%, 9%, 0.4%, -4%, i
`COCCCNC(=O)C1CCN(c2ncccn2)CC1` in the list: 1.6, 0%, 23%, i, 7%, -6%, 0.0%, 2%, i
`Cc1cccc(C)c1NC(=O)CCS(=O)(=O)c1ccc2c(c1)CC(C)N2C(=O)C1CC1` (centres undefined) in the list: /, /, -6%, /, -22%, -28%, 2.6%, 10%, /

Other compounds follow:
Compound | CCT modulator | Mm-Cpn inhibitor | Nrf2 inh | pAkt inh | HepG2 tox | TGFb inhibitor | Nrf2 ARE act | A549 tox | S2 tox
O=c1[nH]c2ccc(Cl)cc2c(-c2ccccc2)c1N1CCN(CCO)CC1 | 1.8 | -3% | 2% | i | -84% | -34% | 5.4% | -1% | i
O=C(Cn1cnc2c(nnn2-c2ccccc2)c1=O)N1CCCc2ccccc21 | -0.2 | 2% | -1% | i | -4% | 7% | -0.4% | 1% | i
C#CCN(C[C@H]1[C@H](OC(=O)NCc2ccc(OC)c(OC)c2)[C@H](OC(=O)NCc2ccc(OC)c(OC)c2)C[C@@H](C(=O)OC)[C@H]1C(=O)OC)S(=O)(=O)c1ccc(C)cc1 | 0.5 | / | / | i | 3% | 8% | -0.1% | / | i
O=C(NCCS(=O)(=O)NCCc1ccccc1)c1ccccc1 | -1.2 | 0% | 11% | i | 13% | 10% | 0.9% | 7% | i
CC(Oc1ccc2c(-c3ccccc3)cc(=O)oc2c1)C(=O)NCC(O)c1ccccc1 (centres undefined) | -1.0 | -12% | -20% | i | -22% | 35% | 3.6% | 10% | i
CNC(=S)NCCc1cc2c(OC)ccc(OC)c2[nH]c1=O | -0.2 | 0% | -3% | i | -1% | -2% | -0.2% | -2% | i
O=C(C/C=N/OCc1ccccc1F)c1cnc(-c2ccc(Cl)cc2)s1 | -0.6 | -1% | 20% | i | -1% | -12% | 0.1% | -7% | i
CC(C)OCCCn1c(=O)c2ccccc2n2c(-c3ccc(F)cc3)nnc12 | / | / | 4% | / | -2% | -2% | 0.3% | -2% | i
CCCCCCc1c(C)[nH]c2nc3ccccc3n2c1=O | -4.2 | 1% | 4% | i | -21% | -6% | 1.4% | 1% | i
CC(=O)c1c(C)[nH]c(C(=O)N2CC(C)CC(C)C2)c1C (centres undefined) | 0.6 | 0% | -9% | i | -4% | -3% | -0.2% | -1% | i
CCOc1ccccc1NC(=O)c1cc(CC(C)C)oc1C | -0.7 | -3% | 6% | i | -28% | -30% | 3.1% | -1% | i
Cc1ccc(C)n1-c1sc2c(c1C#N)CCCC2 | -4.8 | -1% | 9% | i | -7% | 7% | 4.1% | -16% | i
CCC(Sc1ncnc2c1c(-c1ccccc1)cn2-c1ccc(OC)cc1)C(=O)OC (centres undefined) | -0.1 | -1% | -20% | i | -14% | ? | -0.7% | 4% | i
COc1ccc(NC(=O)C2CCN(C(=O)c3cccs3)CC2)c(OC)c1 | -1.3 | -1% | -12% | i | -11% | 5% | -0.1% | 1% | i
COC(=O)c1cccc(COC(=O)c2ccccc2NC(=O)c2ccco2)c1 | -3.0 | 0% | ? | i | -17% | 11% | 0.1% | ? | i
COc1ccc([C@H]2CC(=O)C=C(c3cc(C)ccc3OC)C2)cc1 | -10 | -1% | -6% | i | -22% | -26% | -0.9% | 0% | ?
CC(O)[C@H]1CNC(=O)C(=O)N1CCC12CC3CC(CC(C3)C1)C2 (some centres undefined) | -3.1 | 0% | -4% | i | 0% | -1% | -0.8% | -3% | i
Cc1c(C(=O)Nc2ccc3c(c2)OCCO3)oc2ccc(Br)cc12 | -5.4 | 0% | 12% | i | -31% | -24% | 7.8% | -12% | i
Cc1nnc(NC(=O)c2sc3ccccc3c2Cl)s1 | -2.8 | -9% | ? | i | -22% | -1% | -0.3% | -19% | i
O=C(O)c1cccc(CSc2nnc(-c3ccco3)o2)c1 | 0.7 | 1% | -28% | i | -1% | -1% | -1.7% | -5% | i
Cc1cc(C(=O)COC(=O)/C=C/c2cccc(F)c2)c(C)n1C | 1.4 | -2% | 0% | i | 1% | 24% | 5.6% | -1% | i
COc1ccccc1C(=O)NCC(=O)N/N=C/c1cccc(Cl)c1 | -3.2 | 0% | ? | i | 1% | -12% | -0.3% | 7% | i
O=C(Cn1ncc2c3ccccc3n(Cc3ccccc3)c2c1=O)NCCCN1CCCC1=O | -0.3 | -3% | ? | i | -7% | 3% | -0.5% | 0% | i
CCCCOc1ccc(N(CC(=O)NCCOC)C(=O)CCC(=O)Nc2ccccn2)cc1 | -3.1 | 2% | 1% | i | -24% | -12% | 1.2% | 1% | i

(more compounds)
SMILES | CCT modulator | Mm-Cpn inhibitor | Nrf2 inh | pAkt inh | HepG2 tox | TGFb inhibitor | Nrf2 ARE act | A549 tox | S2 tox
Cc1cccc(-c2nnc3sc(-c4ccccc4C)nn23)c1 | -0.3 | 0% | / | i | 13µM* | -4% | 2.3% | -1% | i
COC(=O)c1ccc(Nc2nc(C)cc(C)n2)cc1 | 1.4 | 3% | 26% | i | 5% | 5% | 0.4% | 14% | i
O=S(=O)(c1ccc(=S)[nH]c1)N1CCCC1 | 1.5 | -5% | 3% | i | -1% | 19% | -0.5% | 4% | i
C/C(=N\OC(=O)c1ccc(F)cc1)c1sc(-c2ccccc2)nc1C | -0.3 | -1% | / | i | 2% | 8% | 5.4% | 4% | i
CCN(CC)C(C(=O)NC1CCCCC1)c1ccc(C)cc1 (centres undefined) | -0.7 | 1% | 3% | i | 14% | 1% | -0.4% | -6% | i
COc1ccc2nc(N3CCCC(C(=O)NCCCN4C(C)CCCC4C)C3)sc2c1 (centres undefined) | -1.5 | 2% | 23% | i | -8% | 12% | 2.4% | 7% | i
Cc1cccc(SCc2noc(C(=O)NC(C)C)c2C(=O)O)c1 | -0.4 | -7% | 6% | i | -12% | 0% | -2.5% | 0% | i
O=C(NCCc1ccccc1)c1cccc(NC(=O)c2ccccc2)c1 | 0.8 | / | ? | i | 0% | -12% | 4.3% | -5% | i
O=c1[nH]c(=O)n(-c2cc(Br)c(O)c(Br)c2)cc1Br | -0.6 | 0% | -13% | i | 25% | 26% | -0.5% | 3% | /
O=c1ccc2cc(S(=O)(=O)N3CCN(c4ccccc4)CC3)ccc2o1 | -0.9 | -1% | -15% | i | 10% | 4% | -0.2% | -2% | i
CC1Nc2nc(N(C)C)[nH]c(=O)c2NC1C (centres undefined) | 1.0 | -1% | 6% | i | 35% | 0% | 0.6% | 2% | /
CC(=O)c1ccc(NC(=O)CCc2c(C)nn(-c3ccc(N4CCCCC4)nn3)c2C)cc1 | / | / | ? | / | -30% | -1% | -0.5% | 3% | /
Cc1ccc(C(=O)NNC2=Nc3cccc4cccc2c34)cc1 | 1.6 | 0% | -23% | i | -32% | -2% | 0.2% | ? | ?
O=C(COC(=O)c1ccc(F)cc1F)Nc1ccc(Cl)cn1 | -0.9 | 0% | 16% | i | 5% | 18% | 0.2% | 1% | i
Cc1ccc(C(=O)COC(=O)CSc2cccc3cccnc23)c(C)c1 | 1.3 | / | 19% | i | -49% | ? | 4.0% | 11% | i
COc1cc(OC)c(NC(=O)c2c(N3CCCC3=O)c3cc(C)ccc3n2C)cc1Cl | / | / | ? | / | -1% | 5% | 0.7% | 8% | ?
